From PubChem BioAssay
Salmonella PhoP GFP: PhoP regulon inhibitors, Salmonella typhi PhoP promoter GFP reporter, confirmatory (AID 1850) | Salmonella Typhi PhoP-promoter GFP reporter, fluorescence, 4 h; higher % means a stronger effect | inhibition, % at 50 µM, or IC50 in µM where a hit was titrated | hit rate 0.33% among 310,000; in the data active = a potency from the dose series; inconclusive = inhibition mostly from about 25% at the one dose, without a potency; inactive = the rest, 99 in 100 with inhibition below about 19%;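 also: 0% = induced wells with vehicle and 100% = uninduced wells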
M. tuberculosis: growth inhibition of non-replicating M. tuberculosis (AID 488890) | inhibition, % at 25 µM; hits with a dose series show IC50 in µM | hit rate 0.39% among 320,000 | Mycobacterium tuberculosis non-replicating, growth inhibition; higher % means a stronger effect; in the data active = a potency from the dose series; inconclusive = inhibition mostly from about 82% at the one dose, without a potency; inactive = the rest, 99 in 100 with inhibition below about 76%;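 also: plate controls were DMSO cells for no effect and high antibiotic wells for full effect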
VEEV TC-83 Vero: inhibitors of VEEV TC-83 cytopathic effect, confirmation, Vero cells (AID 588727); hit rate 0.13% among 350,000; Vero cells, VEEV TC-83 cytopathic effect inhibition; higher % means a stronger effect; one-dose inhibition, % at 20 µM; IC50 in µM for titrated hits; in the data active = a potency from the dose series; inconclusive = inhibition mostly from about 14% at the one dose, without a potency; inactive = the rest, 99 in 100 with inhibition below about 12%; also: strong numbers were not always called active
influenza NS1A: H1N1 influenza NS1A inhibitors, functional cell based assay (AID 504329). NS1A functional cell-based assay, percent inhibition; higher % means a stronger effect. one-dose inhibition, % at 12.5 µM; IC50 in µM for titrated hits. hit rate 0.3% among 340,000; in the data active = a potency from the dose series; inconclusive = inhibition above about 27% without an active follow-up result; also: strong numbers were not always called active
M. tuberculosis HTS: M. tuberculosis growth inhibition, HTS (AID 449762) | hit rate 0.59% among 330,000 | one-dose inhibition, % at 25 µM; IC50 in µM for titrated hits | M. tuberculosis H37Rv growth inhibition, 7H9 media; higher % means a stronger effect; in the data active = a potency from the dose series; inconclusive = inhibition above about 70% without an active follow-up result;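 also: bacterial growth assessed after seven days of incubation; strong numbers were not always called active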
VEEV TC-83 Vero 10K pilot screen: second read-out of VEEV TC-83 Vero, no call of its own (marks repeat the call); inhibition, %; measured here: 10K pilot screen inhibition
The depositor's hits bear a star; i = inactive; ? = inconclusive; nt = not tested or not shown.

SMILES | Salmonella PhoP GFP | M. tuberculosis | VEEV TC-83 Vero | influenza NS1A | M. tuberculosis HTS | others
CN(Cc1cccnc1)C(=O)Cc1ccc(NS(=O)(=O)c2cccc(C(F)(F)F)c2)cc1 | -11% | 8% | 2.9% | 1% | 1%
COc1ccccc1-c1cn(S(=O)(=O)c2ccc(C)cc2)nc1N | 8% | 9% | 0.2% | -2% | -1%
CCC(=O)Nc1nonc1-c1nc2ccccc2n1Cc1ccccc1 | -8% | 15% | 0.6% | -7% | 8%
CCCn1nc(C(=O)OCC(=O)Nc2ccc(C(N)=O)cc2)c2ccccc2c1=O | nt | 0% | i | -3% | 6%
COc1ccc(CCNC(=O)C2CC(c3ccccc3[N+](=O)[O-])=NO2)cc1 (stereo not drawn) | 10% | 8% | 0.6% | -4% | 1%
CN(C)S(=O)(=O)n1cc(/C=C(\NC(=O)c2ccccc2)C(=O)NCCCN2CCOCC2)c2ccccc21 | -9% | -5% | 1.8% | 1% | -1%
CCc1ccccc1S(=O)(=O)Cc1ccc(C(=O)NCc2ccc3c(c2)OCO3)o1 | -10% | 33% | 7.8% | 2% | 2%
c1ccc(-c2nc(-c3cccnc3)cs2)cc1 | -4% | 31% | 0.9% | -26% | 11%
COc1cccc(CN2CC(C(=O)NCCOc3cccnc3)CCC2=O)c1 (stereo not drawn) | -1% | -16% | i | -14% | -5%
CN(C)c1ccc(/C=N/NC(=O)CCC(=O)NCc2ccccc2)cc1 | -6% | -12% | 7.2% | -3% | -6%
COc1ccc(N2CCN(C(CNC(=O)Oc3ccccc3)c3cccnc3)CC2)cc1 (stereo not drawn) | 2% | 25% | i | -1% | -2%
O=C1CCCC(=O)N1c1ccc(NCCOCCO)c([N+](=O)[O-])c1 | 1% | -4% | 0.5% | -12% | -1%
COCCN(C(=O)c1cc(-c2ccncc2)nc2ccccc12)c1c(N)n(CC(C)C)c(=O)[nH]c1=O | -4% | 10% | 1.8% | 10% | -5%
O=C(CN(Cc1ccc(F)cc1)C(=O)Cn1nnc2ccccc21)NCC1CCCO1 (stereo not drawn) | 0% | 5% | i | -2% | -1%
CN(C)C=Nc1nonc1-c1ccc(Cl)cc1 | 9% | 4% | i | -5% | -1%
O=C(NCCc1ccccc1)c1ccc2nc(N3CCOCC3)sc2c1 | 0% | 9% | 5.0% | 3% | -4%
CC1(C)[C@@H](O)CC[C@]2(C)C3C(O)C=C4[C@H]5C[C@@](C)(C(=O)O)CC[C@]5(C)CC[C@]4(C)[C@]3(C)CC[C@@H]12 (stereo partly drawn) | -5% | 74% | nt | nt | -2%
CCCCCn1c(=O)c(C(=O)NCc2ccncc2)c(O)c2ccccc21 | -4% | 50% | 5.3% | -20% | 55%
Cc1nn(-c2ccccc2)c(Cl)c1C(=O)OC(C)C(=O)NC(=O)NC1CCCCC1 (stereo not drawn) | -3% | 37% | 3.6% | 11% | 2%
COC(Cc1n[nH]c(=S)n1-c1ccccc1)OC | -8% | -2% | 0.4% | -4% | 4%
CC(C)=NNc1nc2sc3c(c2c(=O)[nH]1)CC(C)(C)OC3 | -7% | -37% | 0.1% | 1% | 2%
COc1ccc(C(C(=O)NCc2ccccc2)N(C(=O)c2snc(C(N)=O)c2N)C2CCCC2)cc1O (stereo not drawn) | 0% | 17% | 0.5% | -8% | 3%
CCn1c(-c2ccccc2Cl)nn(CC(=O)Nc2ccc(OC)cc2)c1=S | -4% | 0% | 0.8% | 7% | 6%
Clc1ccc(CN2CCN(c3ncccn3)CC2)c(Cl)c1 | -5% | 53% | i | -4% | -1%
CC(C)N(CCC(=O)c1ccc2ccccc2c1)Cc1ccccc1 | -15% | ? | i | 3% | ?
CC(NC(=O)CSc1nnc(-c2cc3cc(Cl)ccc3o2)n1C)c1ccccc1 (stereo not drawn) | -7% | nt | 1.3% | -1% | -6%
Cc1nc(N)ncc1Sc1ccccc1 | 4% | 31% | 27% | 1% | ?
Oc1ccccc1CNCc1ccccc1 | -20% | 0% | 1.0% | 3% | -4%
Cc1ccccc1CSCC(=O)Nc1ccccc1F | 3% | 55% | 2.9% | -16% | -11%
CC[C@@H]1CCCCc2ccccc2[C@H](C(=O)C[C@@H](O)CC(C)=O)OC1=O | nt | 0% | i | 12% | 8%
Cc1cc(C)c2c(=O)[nH]c(SCC(=O)N3CCOCC3)nc2n1 | 7% | 1% | 0.6% | 2% | 14% | VEEV TC-83 Vero 10K pilot screen=0.6
CCc1ccccc1NC(=O)NCc1ccccn1 | -15% | 16% | 0.6% | -5% | -1%
CC1(NC(=O)c2cccc(S(=O)(=O)N3CCCc4ccccc43)c2)CCS(=O)(=O)C1 (stereo not drawn) | nt | nt | 1.4% | 0% | nt
CCN(CC)P(=O)(/C(Cl)=C\Nc1c(C)n(C)n(-c2ccccc2)c1=O)N(CC)CC | 2% | -12% | 1.2% | 1% | -10%
O=C(Nc1ccc(F)cc1F)NC1CCCCCCC1 | -5% | 58% | 0.9% | -6% | ?
CN(C)C(CNC(=O)c1ccc(Br)cc1)c1ccco1 (stereo not drawn) | -11% | 17% | 0.4% | -21% | -8%
C/C(CC(=O)c1ccccc1)=N\NC(=O)CC#N | 4% | 54% | 1.5% | -4% | -2%
Cc1cc(C)nc(N/N=C/c2ccc(N3CCOCC3)cc2)n1 | 16% | 37% | 8.3% | 7% | -2%
O=C(C1CCN(S(=O)(=O)N2CCCCC2)CC1)N1CCCCC1 | -5% | -5% | 0.1% | -1% | 3% | VEEV TC-83 Vero 10K pilot screen=1.5
c1ccc(-c2oc3ncnc(NCCCn4ccnc4)c3c2-c2ccccc2)cc1 | -10% | 79% | i | 12% | ?
O=S(=O)(Nc1nccs1)c1ccc(Br)cc1 | 1% | -15% | 2.8% | -5% | 5%
CN1CCC(N(C)C(=O)c2ccc(Cl)c(S(=O)(=O)N3CCc4ccccc43)c2)CC1 | nt | 0% | 2.6% | 10% | -8%
Cc1cccc(OC(=O)c2cn(C)nc2C(F)(F)F)c1C | -6% | -7% | 0.5% | -13% | -2%
Cc1nc(-c2c(C(=O)NNC(=O)Nc3c(C)cccc3C)noc2C)cs1 | -2% | -22% | 3.8% | 8% | -5%
S=c1sc2c(N3CCOCC3)ncnc2n1-c1ccccc1 | -6% | 13% | 1.0% | -2% | 0%
COc1ccc(CNC(=O)[C@@H](NC(=O)C2CCN(C(=O)[C@@H](N)CCSC)CC2)C(C)C)cc1 | 22% | -9% | i | 6% | -4%
COc1ccc(CC(=O)Nc2nnc(C)s2)cc1 | -1% | -2% | i | 1% | 5%
CCN(/N=C/c1cccs1)c1cc(=O)n(C)c(=O)[nH]1 | -11% | -9% | 1.6% | 10% | 1%
O=C(Nc1ccccc1)Nc1nnc(/C=C/c2ccccc2Cl)s1 | -13% | -18% | 4.0% | -4% | -8%
O=c1c(C/C=C/c2ccccc2)c(O)ccn1CCc1c[nH]c2ccccc12 | 4% | 51% | 3.0% | -5% | 4%
O=C(Nc1ccc(NC(=O)c2cccs2)cc1Cl)c1ccco1 | 7% | -5% | 1.3% | 4% | 2%
O=C(CC1C[C@H](C(=O)N2CCOCC2)[C@@]2(CCC3CCCC3)c3[nH]c4ccccc4c3CCN2C1=O)NCCN1CCOCC1 (stereo partly drawn) | nt | 31% | i | -8% | 5%
CCN1C/C(=C/c2sccc2C)c2nc3ccccc3c(C(=O)O)c2C1 | -18% | 2% | 1.8% | 14% | 7%
C=CCOC(=O)C1=C(C)NC(=O)NC1c1cn(-c2ccccc2)nc1-c1cccs1 (stereo not drawn) | -10% | 32% | 7.4% | 1% | 0%
O=C(Nc1ccc(Oc2ccccc2)nc1)C1CCN(Cc2cccc(F)c2)CC1 | 7% | 13% | 4.8% | -10% | -1%
CC(C)(C)OC(=O)N(CCc1ccccc1)Cc1ccccc1OCc1cccc(NC(=O)/C=C/c2ccccc2)c1 | nt | nt | 3.5% | -9% | nt
O=C(Nc1ccccc1Br)c1ccc(OC(=S)N2CCOCC2)cc1 | 5% | -8% | 0.6% | -1% | 1%
O=C1COc2ccc(C(=O)COC(=O)/C=C/c3cccc(F)c3)cc2N1 | -4% | -3% | 0.8% | 8% | -6%
O=c1c2cc(NC(=S)N3CCCC3)ccc2nc2n1CCCCC2 | -5% | 6% | i | 4% | -3%
CCSC1=NN1c1cc(C)nc(N)n1 | -1% | -10% | 0.7% | -2% | -5%

Additional compounds
SMILES | Salmonella PhoP GFP | M. tuberculosis | VEEV TC-83 Vero | influenza NS1A | M. tuberculosis HTS | others
OCCNCc1cc(Br)ccc1OCc1ccccc1 | -2% | -12% | i | 0% | -6%
COC(=O)C(NC(=O)C(CC(C)C)NC(=O)C1CCC(C)CC1)C(C)C (stereo not drawn) | -10% | 30% | i | 6% | -13%
O=C(Nc1nncs1)c1cc(S(=O)(=O)N2CCOCC2)ccc1Cl | 5% | -8% | 1.4% | 5% | -1%
NS(=O)(=O)c1ccc(CNC(=O)c2cc(-c3cccs3)nc3ccccc23)cc1 | 1% | -3% | 2.3% | 1% | -4%
COC(=O)c1c(C)oc2ccc(N(C(=O)Oc3ccccc3)S(=O)(=O)c3ccccc3)cc12 | -5% | -11% | 2.9% | -7% | -6%

Structures from the list above that contain an aryl methoxy group (eight):
SMILES | Salmonella PhoP GFP | M. tuberculosis | VEEV TC-83 Vero | influenza NS1A | M. tuberculosis HTS | others
COc1ccccc1-c1cn(S(=O)(=O)c2ccc(C)cc2)nc1N | 8% | 9% | 0.2% | -2% | -1%
COc1ccc(CCNC(=O)C2CC(c3ccccc3[N+](=O)[O-])=NO2)cc1 (stereo not drawn) | 10% | 8% | 0.6% | -4% | 1%
COc1cccc(CN2CC(C(=O)NCCOc3cccnc3)CCC2=O)c1 (stereo not drawn) | -1% | -16% | i | -14% | -5%
COc1ccc(N2CCN(C(CNC(=O)Oc3ccccc3)c3cccnc3)CC2)cc1 (stereo not drawn) | 2% | 25% | i | -1% | -2%
COc1ccc(C(C(=O)NCc2ccccc2)N(C(=O)c2snc(C(N)=O)c2N)C2CCCC2)cc1O (stereo not drawn) | 0% | 17% | 0.5% | -8% | 3%
CCn1c(-c2ccccc2Cl)nn(CC(=O)Nc2ccc(OC)cc2)c1=S | -4% | 0% | 0.8% | 7% | 6%
COc1ccc(CNC(=O)[C@@H](NC(=O)C2CCN(C(=O)[C@@H](N)CCSC)CC2)C(C)C)cc1 | 22% | -9% | i | 6% | -4%
COc1ccc(CC(=O)Nc2nnc(C)s2)cc1 | -1% | -2% | i | 1% | 5%
